# High-throughput results from PubChem BioAssay.
# DAT uptake mod – modulates human dopamine transporter uptake under cocaine; LLC-PK1 hDAT cells, [14C]-dopamine uptake with cocaine IC80; actives deviate in either direction; Q01959; B-score at 10 µM; hit rate 1.3% among 110,000;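 active means Z score or B-score, a plate-position-corrected score, falls beyond the plate's 99.7% confidence bounds, in either direction; inactive means both scores lie inside the 99.7% bounds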;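 further: scored against the spread of the other compound wells on the same plate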
# Target sequence (Q01959 whole entry, looked up): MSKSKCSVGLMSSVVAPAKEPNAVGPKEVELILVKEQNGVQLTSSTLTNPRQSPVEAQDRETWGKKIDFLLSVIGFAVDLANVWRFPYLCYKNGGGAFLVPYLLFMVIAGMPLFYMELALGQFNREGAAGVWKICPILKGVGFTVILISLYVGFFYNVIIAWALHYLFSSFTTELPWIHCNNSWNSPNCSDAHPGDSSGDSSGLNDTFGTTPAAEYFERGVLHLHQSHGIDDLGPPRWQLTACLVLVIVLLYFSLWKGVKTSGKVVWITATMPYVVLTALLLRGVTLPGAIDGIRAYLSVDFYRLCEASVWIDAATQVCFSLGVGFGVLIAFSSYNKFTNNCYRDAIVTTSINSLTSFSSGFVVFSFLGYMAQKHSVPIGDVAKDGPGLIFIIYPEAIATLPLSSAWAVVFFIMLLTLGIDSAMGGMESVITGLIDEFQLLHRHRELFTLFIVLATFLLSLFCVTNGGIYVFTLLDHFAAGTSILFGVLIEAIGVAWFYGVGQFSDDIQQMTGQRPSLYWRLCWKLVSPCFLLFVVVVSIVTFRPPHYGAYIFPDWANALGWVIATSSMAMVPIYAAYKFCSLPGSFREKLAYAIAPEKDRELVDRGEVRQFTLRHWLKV
# IL1B cytotox – HUVEC cytotoxicity counter-screen, IL-1B stimulated. hit rate 0.41% among 94,000. AID 845. HUVEC cell count loss, Hoechst imaging. cell count reduction, % at 2 µM;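 active means cell count reduction more than 3 SD above the screen-wide mean, cut at about 70% in these data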;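 further: normalized per plate to untreated control cells as the no-loss baseline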
# Calb biofilm kill – kills Candida albicans biofilms; C. albicans biofilm + clotrimazole, Alamar Blue; inhibition, % at 6 µM; hit rate 0.14% among 85,000; AID 834;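 active means inhibition above 20%; inactive means inhibition below 20%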;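 further: preformed 24 hr biofilms exposed to compound for 48 hr; 0% = biofilm without compound and 100% = blank killed by clotrimazole plus chlorhexidine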
# CYP2C9 activ – CYP2C9 (human) activation; activation factor at 5 µM; AID 1024; hit rate 1.4% among 96,000; P11712; recombinant CYP2C9, luciferin-H conversion, luminescence; hits give high values; factor 1 = untreated enzyme, 0 = blocked;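 active means activation factor of 2 or more for CYP2C9 at a 5 µM dose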;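 further: 0 = sulfaphenazole-blocked wells and 1 = vehicle-only wells; values of inactives mirror those of a sister screen read the other way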
# Target sequence (P11712 whole entry, looked up): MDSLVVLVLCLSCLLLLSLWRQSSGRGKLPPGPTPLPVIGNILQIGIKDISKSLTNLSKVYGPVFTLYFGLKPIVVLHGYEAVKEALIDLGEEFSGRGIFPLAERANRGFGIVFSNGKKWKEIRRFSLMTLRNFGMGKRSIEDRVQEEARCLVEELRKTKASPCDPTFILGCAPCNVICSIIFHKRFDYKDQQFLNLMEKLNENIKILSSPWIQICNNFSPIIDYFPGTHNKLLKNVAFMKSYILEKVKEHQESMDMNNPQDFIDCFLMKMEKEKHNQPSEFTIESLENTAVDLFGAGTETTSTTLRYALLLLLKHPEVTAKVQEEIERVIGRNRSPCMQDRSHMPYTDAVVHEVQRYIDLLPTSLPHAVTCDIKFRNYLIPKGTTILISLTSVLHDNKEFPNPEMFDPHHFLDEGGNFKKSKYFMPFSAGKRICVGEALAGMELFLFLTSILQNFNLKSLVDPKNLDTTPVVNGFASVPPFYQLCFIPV
# VCAM1 TNFa inh – reduces TNF alpha induced VCAM1 expression in HUVEC; inhibition, % at 2 µM; hit rate 0.48% among 95,000; HUVEC TNFa-induced VCAM-1 immunofluorescence, high-content imaging;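 active means inhibition above the batch mean plus 3 SD, with images confirmed as a hit by eye, cut at about 37% in these data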;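 further: 0% = TNF-stimulated DMSO wells and 100% = unstimulated control wells; not every result past the cut was called active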
# CYP2C9 inhib – blocks human cytochrome P450 2C9; CYP2C9 Supersomes, luciferin-H conversion, luminescence; inhibition, % at 5 µM; hit rate 20% among 96,000; AID 777;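 active means blocking of liver enzyme CYP2C9 beyond about 50% at 5 µM, limit read from the data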; further: values of inactives mirror those of a sister screen read the other way
# CYP2C19 act – cytochrome P450 2C19 (human) activation | P33261 | recombinant CYP2C19, luciferin-H EGE luminescence; hits give high values; 0 = fully inhibited enzyme, 1 = untreated enzyme | activation factor at 5 µM | 96,000 tested, under 10 active | AID 1025;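 active means activation factor of at least 2 at 5 µM in the primary screen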;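 further: 0 = wells with 2.5 mM tranylcypromine and 1 = vehicle-only wells; values of inactives mirror those of a sister screen read the other way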
# HUVEC tox TNFa – HUVEC cytotoxicity counter-screen, TNF alpha stimulated; HUVEC TNFalpha-stimulated, Hoechst cell count, imaging; hit rate 0.17% among 93,000; cell count reduction, % at 2 µM; AID 848;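 active means cell count reduction exceeding the screen mean by over 5 SD, scaled to untreated wells per plate, cut at about 78% in these data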;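 further: cells counted after 24 h of TNF alpha exposure following the 1 h pretreatment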
# CYP2C19 inhib – blocks human cytochrome P450 2C19. P33261. CYP2C19 Supersomes, luciferin-H EGE luminescence, 30 min. inhibition, % at 5 µM. hit rate 21% among 96,000;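 active means CYP2C19 inhibition above a set limit at 5 µM in the primary screen, cut at about 50% in these data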;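 further: plate controls were negative control wells for no effect and 2.5 mM tranylcypromine positive control for full effect; values of inactives mirror those of a sister screen read the other way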
# * marks the source's active call; other numbers are inactive results; . = not tested or not shown. The order is random. Share with any hit: about 29%.
SMILES,DAT uptake mod,IL1B cytotox,Calb biofilm kill,CYP2C9 activ,VCAM1 TNFa inh,CYP2C9 inhib,CYP2C19 act,HUVEC tox TNFa,CYP2C19 inhib
CCCC1S/C(=N/N=C/c2ccc(C)cc2)N(Cc2ccc(OC)cc2)C1=O (stereo unspecified),0.059,4,-1,0.9,4,5,1.1,-19,-10
O=C1CCC(=O)c2oc3ccccc3c2N1,-1.6,-18,2,0.9,-8,7,1.1,-7,-9
COc1cc(Br)c(CC(=O)O)cc1OC,0.51,.,6,1.1,.,-9,1,.,2
CCCCNC(=S)NNC(=O)c1ccco1,-1.2,-7,8,.,13,.,.,-10,.
N#CC1=C(N)N(c2ccccc2)C(c2cccc([N+](=O)[O-])c2)C1(C#N)C#N (stereo unspecified),-0.59,5,-1,0.5,-17,53*,0.6,-5,38
c1ccc(Cn2nnnc2-c2ccco2)cc1,1.7,-4,3,0.8,3,16,0.5,-14,45
COc1cc2[nH]c(=O)n(CCCCCC(=O)N3CCN(c4ccccc4)CC3)c(=O)c2cc1OC,3.5*,21,3,0.3,14,70*,0.2,-10,79*
Clc1ccc(Cn2cc(Br)cn2)cc1Cl,-1.2,3,7,0.6,3,39,0.3,-6,72*
COc1ccc(-c2nc3nc(C)c(Cc4ccccc4)c(=O)n3[nH]2)cc1,-0.086,0,2,1.1,-12,-9,1,-39,-4
Cc1ccc(-c2cc(C(=O)NCc3cnn(C)c3C)c3cc(Br)ccc3n2)cc1,0.18,-11,.,0.4,1,63*,0.9,-16,13
COc1ccccc1CNC(=O)c1ccoc1C,-1.6,-26,8,0.9,-8,13,0.5,-15,46
COCCOC(=O)c1c(C)n(C)c2ccc(OC(=O)c3cccs3)cc12,0.26,10,-9,1,6,4,1,-29,3

# Fetched by compound from the list above, 6 records:
SMILES,DAT uptake mod,IL1B cytotox,Calb biofilm kill,CYP2C9 activ,VCAM1 TNFa inh,CYP2C9 inhib,CYP2C19 act,HUVEC tox TNFa,CYP2C19 inhib
Clc1ccc(Cn2cc(Br)cn2)cc1Cl,-1.2,3,7,0.6,3,39,0.3,-6,72*
COCCOC(=O)c1c(C)n(C)c2ccc(OC(=O)c3cccs3)cc12,0.26,10,-9,1,6,4,1,-29,3
Cc1ccc(-c2cc(C(=O)NCc3cnn(C)c3C)c3cc(Br)ccc3n2)cc1,0.18,-11,.,0.4,1,63*,0.9,-16,13
COc1ccc(-c2nc3nc(C)c(Cc4ccccc4)c(=O)n3[nH]2)cc1,-0.086,0,2,1.1,-12,-9,1,-39,-4
c1ccc(Cn2nnnc2-c2ccco2)cc1,1.7,-4,3,0.8,3,16,0.5,-14,45
COc1cc(Br)c(CC(=O)O)cc1OC,0.51,.,6,1.1,.,-9,1,.,2

# The results go on.
SMILES,DAT uptake mod,IL1B cytotox,Calb biofilm kill,CYP2C9 activ,VCAM1 TNFa inh,CYP2C9 inhib,CYP2C19 act,HUVEC tox TNFa,CYP2C19 inhib
Nc1nc(-c2ccccc2)cc(C(F)(F)F)n1,0.083,-10,5,0.9,-17,14,0.5,-13,47
Cc1cc(C)c2c(n1)nn1c(N3CCN(c4cccc(Cl)c4)CC3)cc(C)nc21,.,-16,0,.,35,.,.,0,.
Cc1cccc(NC(=O)C23CCC(C)(C2Br)C3(C)C)c1 (stereo unspecified),-8.5*,3,.,0.9,4,11,0.9,6,8
CCOc1nc(SCCOc2ccccc2)nc(N(C)C)n1,-0.74,.,5,0.9,.,10,0.6,.,43
COc1ccc(/C=N/NC(=O)c2ccn[nH]2)cc1COc1ccc(F)cc1,-0.91,0,.,0.8,-11,19,0.7,12,27
O=C(CC1Sc2ccccc2NC1=O)OC(C(=O)NCCc1ccccc1)c1cccnc1 (stereo unspecified),.,1,5,0.7,22,30,0.4,-11,55*
Clc1ccc(SCCn2ccnc2)cc1,-0.017,.,5,0.4,.,60*,0.1,.,90*
O=C(CSc1nnc(CNc2ccc(Cl)cc2)o1)Nc1nc2c(s1)CCCC2,0.28,.,6,1,.,-3,1.2,.,-18
CCN(CC)CCNC(=O)Cn1nc(-c2ccc(C)cc2)ccc1=O,0.71,20,10,0.7,13,28,1,-7,-1
O=C(c1ccccc1NS(=O)(=O)c1ccc(Br)s1)N1CCCC1,-0.73,8,7,0.9,5,8,0.3,-5,69*
COc1ccc(N(CC(=O)NC2CCCC2)C(=O)Cn2nnc(-c3ccc(F)cc3)n2)cc1OC,0.12,-10,4,0.9,-16,10,1.1,-40,-8
COc1cccc(C2/C(=C(/O)c3cnn(-c4ccccc4)c3C)C(=O)C(=O)N2CCN(C)C)c1OC (stereo unspecified),-0.51,-10,6,.,26,.,.,-20,.

# Ordered by count of non-hydrogen atoms (ascending): three of the compounds above
SMILES,DAT uptake mod,IL1B cytotox,Calb biofilm kill,CYP2C9 activ,VCAM1 TNFa inh,CYP2C9 inhib,CYP2C19 act,HUVEC tox TNFa,CYP2C19 inhib
Nc1nc(-c2ccccc2)cc(C(F)(F)F)n1,0.083,-10,5,0.9,-17,14,0.5,-13,47
Cc1cccc(NC(=O)C23CCC(C)(C2Br)C3(C)C)c1 (stereo unspecified),-8.5*,3,.,0.9,4,11,0.9,6,8
O=C(CC1Sc2ccccc2NC1=O)OC(C(=O)NCCc1ccccc1)c1cccnc1 (stereo unspecified),.,1,5,0.7,22,30,0.4,-11,55*

# The results go on:
SMILES,DAT uptake mod,IL1B cytotox,Calb biofilm kill,CYP2C9 activ,VCAM1 TNFa inh,CYP2C9 inhib,CYP2C19 act,HUVEC tox TNFa,CYP2C19 inhib
Cn1c(=O)c2c(nc(Br)n2CCc2ccccc2)n(C)c1=O,-0.31,21,8,0.9,2,11,0.6,-2,42
COc1ccc(N2CCN(C(=O)CN(CCc3ccccc3)S(C)(=O)=O)CC2)cc1,0.18,-104,3,0.8,-9,23,0.7,-11,28
CCc1nnc(NC(=O)CSc2nc3c(c(=O)n2CC)SC(C)C3)s1 (stereo unspecified),0.92,.,5,1.3,.,-28,0.6,.,36
COc1ccccc1C(=O)Nc1ccccc1SC,0.026,-14,2,1.1,-1,-14,0.9,-22,5
Cn1nc(C(F)(F)F)c(/C=N/OCc2c(Cl)cccc2Cl)c1Cl,-0.16,11,.,0.2,-10,80*,0.5,5,52*
O=Cc1cn(CC(=O)NCC2CCCO2)c2ccccc12 (stereo unspecified),0.83,-13,4,.,21,.,.,.,.
CCCCCn1c(=O)[nH]c2cc(C(=O)NCCCN(CC)CC)ccc2c1=O,-3.7*,-19,-4,0.9,9,11,0.9,-32,5
CCCNc1ncnc2sc(C)c(C)c12,0.35,-25,2,0.9,16,8,0.7,-23,30
O=C(O)c1ccc(NS(=O)(=O)c2ccc3c(c2)OCCO3)cc1,-0.69,10,5,1.2,10,-19,1.2,11,-17
Cc1cc(NC(=O)CSc2nnc(-c3ccco3)n2Cc2ccco2)no1,-0.17,.,5,0.6,.,41,0.8,.,21
O=C1CC(O)(C(F)(F)F)Oc2c1ccc1ccccc21 (stereo unspecified),-3.5*,8,0,0,15,96*,0.2,24,84*
CN(CC(=O)N1CCN(c2ccccn2)CC1)S(=O)(=O)c1ccccc1,-0.21,-68,-1,0.8,7,19,0.7,-30,32
CCC(C)NCCOCCSc1ccc(Cl)cc1 (stereo unspecified),-0.28,-75,.,0.8,12,18,0.7,-3,33
O=C1CCCC2=C1C(c1ccsc1)CC(=O)N2c1ccccc1 (stereo unspecified),0.13,-16,0,0.7,12,32,0.6,0,38
CS(=O)(=O)N(CC(=O)NC1CCCCCC1)Cc1ccc(Cl)cc1,-0.51,-9,3,0.8,15,15,0.8,-18,23
CC1=CC(C)C2C(=O)N(O)C(=O)C2C1 (stereo unspecified),-1.1,-5,-2,1,16,5,1,0,3
Cc1ccc(C2/C(=C(\O)c3ccc4c(c3)OCCO4)C(=O)C(=O)N2CCCN(C)C)o1 (stereo unspecified),-0.61,-12,8,1,4,3,1,38,4
O=C1C2C3C=CC(C3=C(c3ccccc3)c3ccccc3)C2C(=O)N1Cc1ccccc1 (stereo unspecified),0.072,-23,5,1.1,6,-14,0.5,-6,54*
COc1ccc(CCNc2c([N+](=O)[O-])c(=O)oc3ccccc23)cc1OC,0.29,-3,.,0.6,-6,44,0.4,-32,59*
COc1ccc(Cl)cc1C(=O)NCC(C)C,0.2,0,6,3.1*,29,-213,0.9,27,14
O=C(c1ccco1)N1CCN(C(c2ccc(Cl)cc2)c2nnnn2CC2CCCO2)CC1 (stereo unspecified),0.46,4,-3,1.1,34,-13,1.1,-1,-9
CCN1CCCC1CNC(=O)c1cc2c(C)nc3ccccc3c2o1 (stereo unspecified),0.72,-8,10,1,1,-3,1.1,-28,-14
CCCc1nc2c(=O)n(C)c(=O)[nH]c2n1C,.,-28,.,1.1,-2,-9,1.1,-19,-11
COc1ccccc1N1CC(C(=O)Nc2ccc(S(=O)(=O)N3CCOCC3)cc2)CC1=O (stereo unspecified),-0.6,-11,.,0.9,-1,8,1,-21,-1
CCOC(=O)C1=C(N)Oc2c(oc(CO)cc2=O)C1c1ccc(F)cc1 (stereo unspecified),1.1,-20,9,.,-12,.,.,-16,.
CCn1c(=S)[nH]c2cc(C(=O)OC)ccc2c1=O,-0.0033,-5,6,0.9,8,10,1.1,-20,-6
COc1cccc(CNC(=O)CCS(=O)(=O)c2cccc3nonc23)c1,-0.17,.,-2,1.2,.,-19,0.6,.,42
Cc1ccc(C(=O)CC2(O)C(=O)N(Cc3ccc4c(c3)OCO4)c3ccccc32)cc1 (stereo unspecified),0.033,-8,8,1.1,-4,-11,0.5,-13,54*
Fc1ccccc1Cc1nnc2n1N=C(c1ccc(Cl)cc1)CS2,0.068,6,2,0.4,-33,56*,0.7,-6,33
Cc1ccc(Cl)c(OCC(=O)Nc2ccc3c(c2)OCCO3)c1,-0.018,-30,3,1.1,-7,-12,1,-5,1
COC(=O)c1[nH]c2cccc(OC)c2c1NC(=O)CCN1CCN(c2ccccc2OC)CC1,1.5,24,3,0.9,42,10,0.9,-15,8
Cc1cc(C)nc(SCC(=O)Nc2ncc3c(n2)CC(C)(C)CC3=O)n1,1.4,5,1,1.4,7,-40,1.1,-1,-9
CCC1CCCCN1C(=O)COC(=O)c1n[nH]c2ccccc12 (stereo unspecified),0.47,3,10,1,3,-1,1,1,-4
CCC(=O)N1CCc2cc(S(=O)(=O)NC(Cc3ccccc3)C(=O)NC3CCCC3)ccc21 (stereo unspecified),0.58,-12,2,0.9,6,9,1.1,-12,-12
CCc1nc(N2CCCC(C)C2)c2oc3ccccc3c2n1 (stereo unspecified),0.45,-80,3,0.6,-7,36,0.6,10,40
O=C(c1ccccc1)c1nn(-c2ccccc2)c2nnc(Cc3ccccc3)c(=O)n12,-1,-24,5,.,26,.,.,-2,.
COCCNC(=O)C(c1ccccc1)N(Cc1cccs1)C(=O)Cn1nnc2ccccc21 (stereo unspecified),0.22,11,-1,0.7,2,31,0.7,16,32
CC(C)c1nccn1S(=O)(=O)c1cc(Cl)ccc1Cl,-0.48,-64,6,1.1,-37,-9,0.6,10,41
CCN(CCO)c1nc(SC)nc2c1sc1nc(-c3ccco3)c3c(c12)CCC3,0.46,-12,.,0.8,8,25,0.8,-24,22
COc1ccc(C)cc1NC(=O)c1cc2cc3ccc(C)cc3nc2o1,-0.25,-4,7,1.4,5,-44,1,-6,-1
Cc1ccc(C(C)C)cc1S(=O)(=O)NCc1cccnc1,-0.93,-25,7,0.4,9,62*,0.2,7,78*
